From PubChem BioAssay
OX1R antag = blocks the human orexin 1 receptor; OX1R-expressing cells, FRET antagonist read-out; O43613; AID 485270; inhibition, % at 6.6 µM; 1.8% of 330,000 active; in the data active = inhibition mostly above about 38%, no sharp cut-off; inactive = mostly below about 40%;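 also: 0% = agonist challenge alone and 100% = reference antagonist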
Target sequence (O43613 whole entry, looked up): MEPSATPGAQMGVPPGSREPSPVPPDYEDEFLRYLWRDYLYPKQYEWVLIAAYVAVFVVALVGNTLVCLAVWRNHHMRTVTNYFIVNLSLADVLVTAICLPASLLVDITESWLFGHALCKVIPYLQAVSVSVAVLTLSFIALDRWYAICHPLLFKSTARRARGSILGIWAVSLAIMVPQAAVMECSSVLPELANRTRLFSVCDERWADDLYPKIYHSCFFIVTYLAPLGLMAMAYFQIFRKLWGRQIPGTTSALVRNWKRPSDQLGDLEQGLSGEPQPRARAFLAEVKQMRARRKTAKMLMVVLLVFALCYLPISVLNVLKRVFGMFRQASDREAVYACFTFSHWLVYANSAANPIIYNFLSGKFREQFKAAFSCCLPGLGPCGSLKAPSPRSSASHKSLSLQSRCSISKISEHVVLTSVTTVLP
STK33 kinase inh = blocks human STK33 kinase activity. Q9BYT3. purified STK33, MBP phosphorylation, ADP-Glo luminescence. inhibition, % at 10 µM. 0.073% of 320,000 active;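 active = inhibition at or above 25%, using the most active replicate where run in duplicate; inactive = inhibition below 25%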
The depositor's hits bear a star.

Cn1c2ccccc2c(=O)c2c(=O)n(Cc3ccco3)c(-c3ccc(F)cc3)nc21
  OX1R antag: 10
  STK33 kinase inh: -4.3

CCOC(=O)c1cc(=O)c2c([N+](=O)[O-])ccc(OC)c2o1
  OX1R antag: 70*
  STK33 kinase inh: -2.1

O=c1cc(O)c2sc3nc4c(c(C(F)(F)F)c3c2[nH]1)CCCCC4
  OX1R antag: 5
  STK33 kinase inh: 2.4

CC(=O)NC1c2ccccc2C(=O)N1Cc1ccccc1 (stereo unspecified)
  OX1R antag: -8
  STK33 kinase inh: -1.1

Nn1c(SCc2ccccc2)nc2ccccc21
  OX1R antag: 14
  STK33 kinase inh: -1.3

COc1ccc(C(=O)NNC(=O)CSc2nnc(-c3ccc(O)cc3)n2C)cc1
  OX1R antag: 17
  STK33 kinase inh: -2.4

CC(OC(=O)c1cc(=O)[nH]c2ccccc12)C(=O)NC1CCCCC1C (stereo unspecified)
  OX1R antag: 14
  STK33 kinase inh: -1.9

COc1ccc(NC(=S)N2CCCC(c3nc4ccc(C)cc4[nH]3)C2)cc1 (stereo unspecified)
  OX1R antag: 22
  STK33 kinase inh: -1.9

CCOC(=O)c1c(NCC2CCCO2)c2ccccc2[nH]c1=O (stereo unspecified)
  OX1R antag: 8
  STK33 kinase inh: -0.3

COC(=O)C1=C(C)Nc2ncnn2C1c1ccc(C)o1 (stereo unspecified)
  OX1R antag: 7
  STK33 kinase inh: -0.2

Cc1ccc(CNC(=O)C(N=C2NS(=O)(=O)c3ccccc32)C(C)C)cc1 (stereo unspecified)
  OX1R antag: 3
  STK33 kinase inh: 1.1

Cc1cccc(S(=O)(=O)c2c(N)n(/N=C/c3cccnc3)c3nc4ccccc4nc23)c1
  OX1R antag: 12
  STK33 kinase inh: -1.9

Cc1ccccc1CN1CCNC(=O)C1CC(=O)O (stereo unspecified)
  OX1R antag: 6
  STK33 kinase inh: -0.6

O=C(CCNC(=O)N1CCn2c1nc1ccccc12)NCc1ccc(F)cc1
  OX1R antag: 12
  STK33 kinase inh: -0.4

O=C(NC(c1ccccc1)c1ccccc1)c1ccc(CO)cc1
  OX1R antag: 19
  STK33 kinase inh: -0.6

Cc1cccc(NC(=O)N(C)Cc2cccs2)c1
  OX1R antag: 12
  STK33 kinase inh: 0.9

CCC(=O)N1CCc2cc(S(=O)(=O)N3CCN(c4cc(C)ccc4C)CC3)ccc21
  OX1R antag: 10
  STK33 kinase inh: 2.5

Random excerpt: three records from the list
Cc1ccc(CNC(=O)C(N=C2NS(=O)(=O)c3ccccc32)C(C)C)cc1 (stereo unspecified)
  OX1R antag: 3
  STK33 kinase inh: 1.1

Cc1cccc(NC(=O)N(C)Cc2cccs2)c1
  OX1R antag: 12
  STK33 kinase inh: 0.9

Nn1c(SCc2ccccc2)nc2ccccc21
  OX1R antag: 14
  STK33 kinase inh: -1.3

One compound at a time, as listed above:
CC(OC(=O)c1cc(=O)[nH]c2ccccc12)C(=O)NC1CCCCC1C (stereo unspecified) as listed: OX1R antag: 14; STK33 kinase inh: -1.9
Cc1cccc(S(=O)(=O)c2c(N)n(/N=C/c3cccnc3)c3nc4ccccc4nc23)c1 as listed: OX1R antag: 12; STK33 kinase inh: -1.9
